Bioassay records: PubChem BioAssay, ICCB-Longwood Screening Facility, Harvard Medical School
Polio RdRp inh = poliovirus RdRp elongation inhibitors, primary screen, biochemical, fluorescence polarization, total intensity. hit rate 0.66% among 150,000. poliovirus polymerase elongation; stronger effect = lower value. % elongation, % (compound at 16.7 µg/mL). Genome polyprotein (Poliovirus type 1 (strain Mahoney)), P03300; in the data active means % elongation below about 90%; further: some results filed as inactive read as strong as hits
Target sequence (P03300 1749-2209 limits assumed): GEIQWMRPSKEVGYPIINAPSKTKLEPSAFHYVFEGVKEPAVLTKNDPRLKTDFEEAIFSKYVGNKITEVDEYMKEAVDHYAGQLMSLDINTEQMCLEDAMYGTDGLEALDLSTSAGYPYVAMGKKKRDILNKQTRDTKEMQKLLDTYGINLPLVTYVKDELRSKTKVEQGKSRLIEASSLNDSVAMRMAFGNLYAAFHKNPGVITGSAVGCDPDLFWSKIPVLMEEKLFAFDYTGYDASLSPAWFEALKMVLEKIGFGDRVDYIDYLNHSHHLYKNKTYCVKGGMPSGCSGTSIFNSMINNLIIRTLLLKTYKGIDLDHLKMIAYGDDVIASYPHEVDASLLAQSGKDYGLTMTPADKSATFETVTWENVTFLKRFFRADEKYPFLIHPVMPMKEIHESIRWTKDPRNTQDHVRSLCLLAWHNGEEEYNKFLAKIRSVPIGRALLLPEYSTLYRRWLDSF
Polio RdRp inh FP z-score = recorded beside Polio RdRp inh, whose call it bears; z-score; measured here: FP z-score; hits read low
The depositor's hits bear a star. Not all compounds are listed; rates above refer to the full screens.

SMILES | Polio RdRp inh | Polio RdRp inh FP z-score
COc1ccc2cc3c(N)nn(C(=O)CN4CCOCC4)c3nc2c1 | 101.0 | 0.2
CCOC(=O)c1oc2ccc(C=NC(C)(C)C)c(Cl)c2c1C | 105.0 | 0.4
Cc1onc(-c2ccccc2Cl)c1C(=O)NCC1CCCO1 (stereo not given) | 103.0 | 0.3
Cc1cccc(N2CCN(CCNC(=O)C3CCN(c4nc5cccnc5s4)CC3)CC2)c1C | 100.0 | -0.7
CN(C)CC1CCCCC1O (stereo not given) | 102.0 | 0.1
CC1Cn2c(COc3ccccc3)nnc2S1 (stereo not given) | 104.0 | 0
COc1ccc(C2=CC(c3cc(Br)ccc3F)n3c(nc4ccccc43)N2)cc1 (stereo not given) | 104.0 | 0
O=C(NCC(c1cccnc1)N1CCc2ccccc21)C(=O)Nc1ccccc1F (stereo not given) | 105.0 | -0.8
CCn1cc(CN(C)C(=S)Nc2ccc(OC)c(OC)c2)c(C)n1 | 103.0 | 1.7
CC(C)N(C(=O)Cn1ccnc1)c1ccccc1 | 103.0 | 0.4
Cc1ccc(Nc2c(-c3ccccc3)nc3ccccn23)cc1 | 103.0 | 0.5
COc1ccc(-c2nnc(SCC(=O)NCC(F)(F)F)o2)cc1 | 110.0 | 1.3
CCOC(=O)c1ccc(NC(=O)CCCn2c(=O)c3cccn3c3cccnc32)cc1 | 111.0 | 0.7
O=C(COCc1cc(-c2cccs2)on1)Nc1cccc(Cl)c1Cl | 108.0 | 0
COc1ccc(NC(=O)CN(Cc2ccccc2)S(=O)(=O)c2ccc3nc(C)sc3c2)cc1 | 102.0 | -0.9
O=C(C1CCCCC1)N1CCN(C(=O)C2CCCCC2)CC1 | 101.0 | -0.5
Cc1ccccc1NC(=O)Cn1cc(S(=O)(=O)N2CCCC2)c(S(=O)(=O)N2CCCC2)c1 | 109.0 | 0.1
O=C(CC(C(=O)O)C1CCCO1)NC1CCCCC1 (stereo not given) | 100.0 | -0.6
N#Cc1cccc(C(=O)OCc2cc(=O)oc3cc(O)ccc23)c1 | 103.0 | 0.2
CCOC(=O)c1cc(O)c(C(=O)OCC)s1 | 94.0 | -0.5
O=S(=O)(Nc1ccc2oc3c(c2c1)CCCC3)c1ccc(F)cc1 | 99.0 | -0.2
CCOC(=O)c1cnn(-c2nc3ccccc3n2C)c1/N=C/N(C)C | 103.0 | 0.2
O=C1CN(CC(=O)N2CCN(c3ccc(F)cc3)CC2)c2ccccc2O1 | 103.0 | 0.3
N/N=C1\CCCc2c1[nH]c1ccc(C(=O)NN)cc21 | 105.0 | 0.9
CCNC(=O)NCc1nc(-c2ccccc2)no1 | 104.0 | 0.8
CCCS(=O)(=O)N1CCCC(C(=O)NCCCOC)C1 (stereo not given) | 107.0 | -0.8
Cc1cc(C)c2c(=O)c3c(oc2c1)C(=O)N(Cc1ccco1)C3c1ccccc1F (stereo not given) | 112.0 | 1
CC1CCN(S(=O)(=O)c2ccc3c(c2)N(CC(=O)N(C)Cc2ccccc2)C(=O)CO3)CC1 | 121.0 | 0.6
CCCc1c(C(=O)NNc2ccc(C)cc2)cnn1-c1ccccc1 | 101.0 | -0.2
N/N=C(\C(=O)O)c1ccccc1N | 99.0 | -0.5
COc1cccc(-n2c(-c3ccco3)nc3c(cnn3-c3ccc(Cl)cc3)c2=O)c1 | 103.0 | -1.6
O=S(=O)(NN1CCOCC1)c1cccc2cccnc12 | 101.0 | 0.1
COC(=O)/C(C#N)=C\C=C\c1ccccc1 | 103.0 | 0.4
O=C(CCn1c(=O)c2ccccc2n(Cc2cccc(F)c2)c1=O)NCc1ccc2c(c1)OCO2 | 109.0 | 0.8
CNC(=S)Nc1cnn(Cc2cccc3ccccc23)c1 | 104.0 | 1.4
N#CCc1nc(=O)c2ccccc2s1 | 102.0 | 0.4
Cc1ccc(CCNC(=O)C(C)c2c(C)n[nH]c2C)cc1 (stereo not given) | 100.0 | -0.6
O=C(Oc1cccc2cccnc12)N1CCCCCC1 | 100.0 | -0.1
O=C(N/N=C/c1ccncc1)C1CC1C(=O)N/N=C/c1ccncc1 (stereo not given) | 103.0 | 0.5
Cc1cccc(NC(=O)Cn2nc(-c3ccc(Cl)cc3)c3ccccc3c2=O)c1 | 108.0 | -0.5
CN(C)S(=O)(=O)c1ccc(C(=O)Nc2c(C#N)oc3ccccc23)cc1 | 104.0 | 0.1
COc1cc2nc(=S)n3c(c2cc1OC)NC(CCC(=O)NCCN1CCN(c2cccc(Cl)c2)CC1)C3=O (stereo not given) | 102.0 | 0.6
CCn1nnc2cc(C(=O)NC3CCCc4ccccc43)ccc21 (stereo not given) | 106.0 | 0.5
COc1ccc(CN(Cc2cccnc2)C(=S)NCc2ccco2)cc1OC | 102.0 | 0.2
O=C(Nc1ccccc1)c1cccc(S(=O)(=O)Nc2cccc(F)c2)c1 | 106.0 | 0.6
CN(C(=O)/C=C/c1ccc(Br)o1)c1ccccc1 | 102.0 | 0.2
O=C(c1ccco1)c1cn(CCOc2ccc(F)cc2)c2ccccc12 | 106.0 | 0.2
Cc1onc(-c2c(F)cccc2Cl)c1C(=O)Nc1ccc(OC(C)C)cc1 | 109.0 | -0.2
CC1CC(CC(C)C(=O)NC(=S)Nc2nncs2)C(=O)O1 (stereo not given) | 103.0 | 0.4
O=C1NC(=O)C2(COC(c3cccnc3)OC2)S1 (stereo not given) | 103.0 | 0.5
Cc1ccccc1NC(=O)C(C)N(c1ccccc1)S(C)(=O)=O (stereo not given) | 101.0 | -0.1
Cc1ccc(CNC(=O)Cn2c(=O)n(-c3cccc(Cl)c3)c(=O)c3sc4ccccc4c32)cc1 | 107.0 | 1
O=C(CSc1nnc(C2CC2)n1Cc1ccco1)c1cccc(Cl)c1 | 99.0 | -0.4
O=S1(=O)C=C(SCCN2CCOCC2)c2ccccc21 | 102.0 | 0.1
O=C(COCc1cc(-c2ccco2)on1)N1CCc2ccccc2C1 | 100.0 | -0.7
O=C(NCc1cccnc1)c1cccn2c(=O)c3ccc(Cl)cc3nc12 | 101.0 | 0.1
CC(C)CCn1c(=O)c2ccccc2n2c(CN(C)CCOc3ccc(Cl)cc3)nnc12 | 97.0 | -0.8
CC(C)c1nn(-c2ccc(C(F)(F)F)cn2)c(=O)o1 | 99.0 | -0.3
Cn1c2ccccc2c2cc(CC(N)=O)ccc21 | 100.0 | 0.2
NC(N)=NCc1cccnc1 | 100.0 | 0

Remaining list, next part:
SMILES | Polio RdRp inh | Polio RdRp inh FP z-score
COC(=O)c1[nH]c(=O)c2ccccc2c1OCc1ccccc1 | 100.0 | -0.4
Cc1onc(-c2c(Cl)cccc2Cl)c1C(=O)n1c(C)nc2ccccc21 | 101.0 | -0.1
O=C(NC1CCCC1)c1ccc(CSc2nc3cccnc3n2Cc2ccccc2)cc1 | 108.0 | -0.3
Cc1ccc(-n2nc(C(=O)Nc3cccc(C#N)c3)c3c4ccccc4n(C)c3c2=O)cc1 | 108.0 | 0
CC(C)c1ccc(C2=CC(c3ccc(C(C)C)cc3)n3nnnc3N2)cc1 (stereo not given) | 101.0 | -0.5
CCOC(=O)C1=C(C)Nc2c(C(=O)Nc3ccc(OCC)cc3)cnn2C1c1cc(OC)ccc1OC (stereo not given) | 101.0 | -0.1
CC(C)(O)C#Cc1ccc(C(=O)NCCC(=O)O)s1 | 99.0 | -0.7
Oc1ccc(COCc2ccccc2)c2cccnc12 | 150.0 | 8
Cc1c(Cl)cccc1NC1=CC(=O)CCC1 | 99.0 | -0.7
N#Cc1ccc(NC(=O)c2cc3cc4c5c(c3oc2=N)CCCN5CCC4)cc1 | 72.0 | -11.4
CCOC(=O)c1sc(N)c(C#N)c1CSc1nc2ccc(OCC)cc2[nH]1 | 125.0 | 1.6
COc1ccc(CN2CCCN(S(=O)(=O)c3ccc(Br)cc3)CC2)cc1 | 99.0 | -1
CC(C)(C)c1ccc(C(=O)Nc2nnc3n2CCS3)cc1 | 111.0 | 0.7
COC(=O)c1ccc(Oc2c(F)c(F)nc(F)c2F)cc1 | 104.0 | 0.4
COC(=O)c1c(C)[nH]c(C)c1/C=N/OC(=O)c1ccco1 | 101.0 | -0.2
O=C(c1ccc2ncsc2c1)N1CCCC1c1cccs1 (stereo not given) | 103.0 | 0.1
O=C(Cn1cnc2sc3c(c2c1=O)CCCC3)NCc1ccccc1 | 102.0 | -0.3
CCN(C(=O)CSc1nc2ccccc2o1)c1ccccc1 | 102.0 | 0.2
CN(C)C(=O)CSc1nnc(-c2cccnc2)n1-c1ccccc1 | 99.0 | -0.1
O=C(O)c1ccccc1S(=O)(=O)N1CCCCC1 | 101.0 | 0

Next part (3 carried over from the part before).
SMILES | Polio RdRp inh | Polio RdRp inh FP z-score
CCN(C(=O)CSc1nc2ccccc2o1)c1ccccc1 | 102.0 | 0.2
CN(C)C(=O)CSc1nnc(-c2cccnc2)n1-c1ccccc1 | 99.0 | -0.1
O=C(O)c1ccccc1S(=O)(=O)N1CCCCC1 | 101.0 | 0
CCc1ccc(S(=O)(=O)c2nnn3c2nc(NC2CCCC2)c2sccc23)cc1 | 111.0 | 0.7
COc1ccccc1NC(=O)CSc1cn(CC(=O)N2CCCC2)c2ccccc12 | 111.0 | -0.5
COc1ccc(C(=O)CN2CCN(C(=O)CC(C)C)CC2)cc1 | 100.0 | 0
COc1ccc2c(c1)c(-c1csc(N)n1)c(C)n2C | 103.0 | -0.4
N/C(CN1CCCCC1)=N\O | 103.0 | 0
O=C(Nc1nnc(S(=O)(=O)N2CCc3ccccc32)s1)c1ccccc1Cl | 116.0 | 1.8
O=C(CC(C(=O)O)N1CCN(c2cccc(Cl)c2)CC1)c1ccc(C2CCCCC2)cc1 (stereo not given) | 110.0 | 0.7
COC(=O)c1ccc(CSc2nnc3c4ccccc4n(C)c3n2)cc1 | 101.0 | -0.2
Cc1nnc(Nc2ccc(N3CCCCC3)cc2)[nH]c1=O | 98.0 | -0.3
Cc1ccc(Oc2c(C(F)(F)F)oc3c(CN4CCCCC4C)c(O)ccc3c2=O)cc1 (stereo not given) | 102.0 | -0.8
Cc1ccc(Sc2c(CS(=O)(=O)c3ccccc3)[nH]c3ccccc23)cc1 | 104.0 | 0.4
CCC(SC1=NCCS1)C(=O)Nc1ccccc1OC (stereo not given) | 101.0 | 0.1
Cc1nc2cc(CCl)ccc2s1 | 102.0 | -0.2
O=C(CSc1n[nH]c(=O)[nH]c1=O)Nc1ccc(SC(F)F)cc1 | 103.0 | 0
CCc1ccccc1Nc1cc(C(=O)NC(C)c2ccccc2)c2ccccc2n1 (stereo not given) | 109.0 | 0
S=c1[nH]nc(C2CC2)o1 | 102.0 | -0.1
CC(C)CNC(=O)C1CCN(c2ccc(S(=O)(=O)N3CCOCC3)cc2)CC1 | 102.0 | 0.1
COc1ccccc1N(C(=O)c1ccccc1O)C(C)C1CC1 (stereo not given) | 102.0 | 0.2
COc1ccccc1C1CCN(C(=O)Nc2ccccc2C#N)CC1 | 102.0 | 0.1
C=CCn1c(C(Cc2ccccc2)NC(=O)c2ccccc2)nc2ccccc21 (stereo not given) | 100.0 | 0
CCOC(=O)c1c(-c2ccco2)csc1NC(=O)COC(=O)Cn1[nH]c(=O)c2ccccc2c1=O | 96.0 | -0.5
Cc1ccc([N+](=O)[O-])cc1S(=O)(=O)N1CCn2cccc2C1c1ccccc1 (stereo not given) | 112.0 | 1.3
COc1cc(OC)cc(C(=O)NCC(=O)OCC2COc3ccccc3O2)c1 (stereo not given) | 106.0 | 0.6
CC(C)OCCCNC(=O)CCCn1c(SCC(N)=O)nc2c(sc3ccccc32)c1=O | 107.0 | 0.4
CCc1ccc(NC(=O)C2c3ccccc3C(=O)N(CCOC)C2c2c[nH]c3ccccc23)cc1 (stereo not given) | 100.0 | -0.4
CCOc1ccccc1C(=O)N(CN1CCCC1=O)c1ccccc1 | 102.0 | 0.6
Cc1cc(NC(=O)c2ccc(CN3CCN(Cc4ccccn4)CC3)cc2)ccc1Cl | 105.0 | 0.4
CC(C)c1ccc(C(=O)OCC(=O)NCc2ccc(Cl)cc2)cc1 | 101.0 | 0.1
COc1cc(S(=O)(=O)N2CCNCC2)ccc1-n1cnnn1 | 100.0 | -1
CC(c1ccccc1)N1CCC(CNC(=O)Nc2ccc(Cl)cc2)C1 (stereo not given) | 98.0 | -1.8
Cc1ccc(-c2cc(C(F)F)nc(NCC3CCCO3)n2)cc1 (stereo not given) | 100.0 | 0
Cc1ccc2c(CC(=O)N(C)Cc3nc4ccccc4c(=O)[nH]3)coc2c1 | 103.0 | 0.3
COc1ccc2nc(-c3ccc(N)cc3)[nH]c2c1 | 103.0 | 0.4
O=C(NCCc1ccccc1)N1c2ccccc2Sc2ccccc21 | 100.0 | -0.3
Cc1nc2nncn2c(Nc2ccccc2)c1C | 105.0 | -0.8
CC1C(O)=C(c2ccc(F)cc2)C(=N)N1c1ccccc1 (stereo not given) | 111.0 | 0.5
Nc1cccc(OCc2ccc(F)cc2)c1 | 105.0 | 1.1
O=S(c1ccc2ccccc2c1)N(Cc1ccc(F)cc1)Cc1ccco1 (stereo not given) | 102.0 | 0.6
CN(c1ccccc1)S(=O)(=O)c1ccc(I)cc1 | 98.0 | -1.8
COC(=O)c1[nH]c(C(=O)OC)c(O)c1O | 93.0 | -1.9
CC1CCC2(CC1)NC(=O)N(Nc1ccc(S(=O)(=O)N3CCCC3)cn1)C2=O (stereo not given) | 103.0 | 0.2
Cc1ccccc1Nc1ncnc2c1cnn2C | 100.0 | -0.4
CCOC(=O)c1ccc(NC(=O)CC2Nc3cc(C)c(C)cc3NC2=O)cc1 (stereo not given) | 108.0 | 0.8
CCCCN(C(=S)NC1CCCCC1)c1c(N)n(CCC)c(=O)[nH]c1=O | 100.0 | -0.1

Reformatted with two lines to a compound: entries from further up.
Below each SMILES: Polio RdRp inh | Polio RdRp inh FP z-score
> CCOC(=O)c1c(-c2ccco2)csc1NC(=O)COC(=O)Cn1[nH]c(=O)c2ccccc2c1=O
  96.0 | -0.5
> CC(C)(C)c1ccc(C(=O)Nc2nnc3n2CCS3)cc1
  111.0 | 0.7
> Cc1ccccc1NC(=O)C(C)N(c1ccccc1)S(C)(=O)=O (stereo not given)
  101.0 | -0.1
> CC(C)c1ccc(C(=O)OCC(=O)NCc2ccc(Cl)cc2)cc1
  101.0 | 0.1
> COc1ccc(CN2CCCN(S(=O)(=O)c3ccc(Br)cc3)CC2)cc1
  99.0 | -1
